Screening data: PubChem BioAssay, Broad Institute
E-selectin induc = E-selectin induction in HUVECs, primary screen, imaging, HUVEC, immunofluorescence imaging, single point; 260,000 compounds, 0.37% hits; normalized: neutral wells 0, TNF-alpha wells 100; activation, % at 7.58 µM; P16581; AID 686992, 2013;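 active means mean E-selectin-positive cell signal at least 10% of the positive control, reached in at least 60% of replicates, without over 20% cell loss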;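 further: in these data hits start at about 27%; measured in HUVEC primary endothelial cells; signal is the percent of cells scored E-selectin positive by PE staining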
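Test system – human umbilical vein endothelial cells (HUVEC), E-selectin induction · Input – 3,000 HUVEC seeded per well · Buffer or medium – EGM-2, gelatin · Compound dosing – single-point compound dose · Detection – immunofluorescence imaging · Measure – percent E-selectin-positive cells · Controls – TNF-alpha high, DMSO low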
RAD52 inh = RAD52 DNA annealing inhibitors, primary screen, biochemical, FRET, single point, set 2; DNA repair protein RAD52 homolog (Homo sapiens), P43351; recombinant RAD52 DNA annealing, FRET fluorescence; inhibition, % at 18.7 µM; 360,000 compounds, 0.46% hits;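 active means every replicate showing at least 50% inhibition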
miR122 inh = miR-122 Renilla sensor signal increase in Huh7, primary screen, miR-122 inhibitor project, cell-based, single point, plate reader; Huh7 miR-122 Renilla luciferase sensor, 48 h; neutral wells = 0, positive control = 100; activation (reporter increase), % at 12.5 µM; 340,000 compounds, 0.3% hits;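 active means mean replicate activation score at least 90 and every replicate individually at or above 90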;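 further: higher luciferase means less miR-122 activity so hits act as miR-122 inhibitors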
RAD54 branch = inhibitors of human RAD54 branch migration, primary screen, biochemical, fluorescence, single point. DNA repair and recombination protein RAD54-like (Homo sapiens), Q92698. RAD54 Holliday junction branch migration, FAM/BHQ fluorescence. inhibition, % at 10.4 µM. 360,000 compounds, 0.14% hits. AID 602329, 2012;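 active means mean normalized replicate activity at least 40 and at least half of replicates scoring 40 or more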;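 further: 0% = median of neutral control wells and 100% = median of positive control wells; inhibitors cause a drop in the FAM fluorescence signal; in these data hits start at about 50%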
Target sequence (Q92698 whole entry, looked up): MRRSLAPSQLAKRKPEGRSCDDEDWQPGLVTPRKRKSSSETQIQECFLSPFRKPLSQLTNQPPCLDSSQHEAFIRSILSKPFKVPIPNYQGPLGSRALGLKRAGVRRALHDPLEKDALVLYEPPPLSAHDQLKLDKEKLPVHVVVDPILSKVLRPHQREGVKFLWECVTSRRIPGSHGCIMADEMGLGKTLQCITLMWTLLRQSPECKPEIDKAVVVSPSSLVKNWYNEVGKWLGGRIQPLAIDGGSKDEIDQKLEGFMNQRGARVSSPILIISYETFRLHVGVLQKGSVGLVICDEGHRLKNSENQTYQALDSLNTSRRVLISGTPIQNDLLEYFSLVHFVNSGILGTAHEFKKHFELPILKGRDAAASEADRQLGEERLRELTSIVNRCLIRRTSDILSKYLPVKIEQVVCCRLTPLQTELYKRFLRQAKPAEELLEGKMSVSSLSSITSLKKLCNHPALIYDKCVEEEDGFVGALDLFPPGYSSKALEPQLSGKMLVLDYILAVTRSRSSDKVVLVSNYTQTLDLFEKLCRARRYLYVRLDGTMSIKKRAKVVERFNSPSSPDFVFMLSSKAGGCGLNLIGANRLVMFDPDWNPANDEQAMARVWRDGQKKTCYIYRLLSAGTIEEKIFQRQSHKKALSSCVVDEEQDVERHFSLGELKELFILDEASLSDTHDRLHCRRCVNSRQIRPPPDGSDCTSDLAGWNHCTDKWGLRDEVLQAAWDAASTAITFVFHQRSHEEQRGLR
ERAP1 HTS inh = human ERAP1 aminopeptidase inhibitors, primary screen, biochemical, single point, plate reader. Endoplasmic reticulum aminopeptidase 1 (Homo sapiens), Q9NZ08. recombinant ERAP1, Leu-AMC fluorescence, 60 min. inhibition, % at 10.7 µM. 340,000 compounds, 0.15% hits;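 active means mean replicate inhibition of at least 30%, or all replicates individually reaching that 30% level; inactive means mean below 30% and not every replicate reaching it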;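 further: 0% = neutral control wells and 100% = L-leucinethiol positive control wells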
PGC1a acetyl inh = inhibitors of PGC1a acetylation signal, primary screen, cell-based, U2OS, AlphaScreen, inhibitor mode; AlphaScreen anti-acetyl-lysine; with virally co-expressed GCN5 acetyltransferase; inhibition, % at 15.6 µM; 350,000 compounds, 0.17% hits;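 active means every replicate shows inhibition of at least 40%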;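 further: 0% = neutral control wells and 100% = positive control wells; some results beyond the cut were filed as inactive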
Cneo AK release = Cryptococcus neoformans cell lysis inducers, primary screen, AK release luminescence, single concentration; C. neoformans lysis, adenylate kinase release luminescence, 4 h; normalised: neutral wells 0, clomiphene wells 100; lysis activity, % at 15 µM; 360,000 compounds, 0.2% hits; AID 651654, 2012;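 active means mean lysis activity across replicates of at least 80%, whatever share of replicates individually reach that level; inactive means mean lysis activity below 80%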
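Material – log-phase Cryptococcus neoformans yeast cells · Input – 5 × 10^6 yeast cells/mL · Medium – fresh YPD growth medium · Doses – single compound concentration per well · Timing – static 4 h at 37 °C with compound, 1 h detection · Detection – adenylate kinase release luminescence · Read-out – signal increase indicating cell lysis · Control set – Clomiphene as positive lysis control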
PglD inh = C. jejuni PglD acetyltransferase inhibitors, primary screen, biochemical, DTNB colorimetric, single point. 360,000 compounds, 0.098% hits. inhibition, % at 12.5 µM. purified PglD enzyme, DTNB colorimetric CoA detection; in the data active means inhibition above about 16%, passing the limit was not always enough; further: strong numbers were not always called active
Active calls of the source: *; · = not tested or not shown; [ ] = dose if it differs, or a comment.

SMILES | E-selectin induc | RAD52 inh | miR122 inh | RAD54 branch | ERAP1 HTS inh | PGC1a acetyl inh | Cneo AK release | PglD inh
Cc1cc2oc3ccc(NCCCN4CCOCC4)cc3c(=O)c2cc1C | 0.0 | -2 | · | -11 | 3 | · | 3 | 10
C[C@@H]1CN([C@@H](C)CO)C(=O)Cc2cc(NC(=O)Nc3ccccc3)ccc2O[C@H]1CN(C)C(=O)Nc1cccc2ccccc12 | 0.6 | 17 | -4[16.7 µM] | 2 | -1 | -5 | -1 | 0
CC12CCC(C/C1=N\OC(=O)c1c(F)cccc1F)C2(C)C (stereo not given) | 0.1 | 1 | -2 | -15 | -4 | -17 | -1 | 3
CCOC(=O)C1C(c2ccc(O)c(OCC)c2)NC(=S)NC1(O)C(F)(F)F (stereo not given) | · | · | 1 | 10 | · | -18 | -5 | 0
CSc1nc(-c2ccccc2)[nH]c(=S)c1C(C)=O | · | · | 9 | -11 | · | -13 | 0 | 5
CCOc1ccccc1NC(=O)COC(=O)CN1C(=O)NC(C)(C)C1=O | · | -6 | -6 | -5 | 0 | 2 | -1 | 0
Cc1c(Cl)ccc2c(C(=O)NCCN3CCCCC3)cc(-c3ccccn3)nc12 | 7.8 | -4 | · | · | 0 | 0 | · | ·
COc1ccc(-c2c(NC(=O)c3ccco3)oc3c(C)cccc3c2=O)cc1 | · | -3 | -5 | -8 | -1 | -2 | 1 | 0
COc1cccc(CNC(=O)Cn2c(=O)n(CCC(=O)N3CCCCC3)c(=O)c3sccc32)c1 | · | 3 | -3 | -4 | 2 | -14 | 1 | 1
O=S(=O)(c1ccc(Cl)cc1)N1CCN(c2nc(-c3cccs3)nc3ccccc23)CC1 | -1.5 | -7 | 0 | 1 | -1 | · | 1 | -1
CN(C)C=NC(=O)c1ccc(N2CCN(c3ncc(C(F)(F)F)cc3Cl)CC2)cc1 | · | · | 0 | -13 | · | -9 | 3 | -2
Cc1ccc(NC(=O)c2nn(C34CC5CC(CC(C5)C3)C4)cc2[N+](=O)[O-])cc1 | · | · | 58 | 2 | · | -14 | -1 | 5
C[C@@H]1CN([C@@H](C)CO)C(=O)c2cc(C3=CCCC3)cnc2O[C@H]1CN(C)C(=O)Nc1ccc(F)cc1 | -0.2 | 9 | 6[16.7 µM] | 5 | -1 | 0 | 0 | -1
CCCNC(=O)N1C[C@H](O)COC[C@H]2O[C@H](CC(=O)N3CCC(Cc4ccccc4)CC3)CC[C@@H]21 | -0.1 | 1 | -6[16.7 µM] | -4 | -3 | -2 | -2 | 3
COc1ccccc1N1CC(C(=O)Nc2ccc(S(=O)(=O)N3CCOCC3)cc2)CC1=O (stereo not given) | · | · | 0 | 3 | · | 3 | -2 | -6
CC(=O)NC(c1ccccc1)c1nc(-c2csc3ccccc23)cs1 (stereo not given) | -0.3 | 6 | 4 | -2 | 5 | -13 | 0 | -2
C[C@H]1CN([C@@H](C)CO)C(=O)c2cc(NC(=O)Nc3ccc4c(c3)OCO4)ccc2O[C@@H]1CN(C)Cc1ccc(-c2ccccc2)cc1 | 5.4 | 6 | -5[16.7 µM] | 6 | 3 | -2 | 3 | 2
Cc1onc(-c2ccccc2)c1C(=O)Nc1ccc(Cl)c(S(=O)(=O)N2CCOCC2)c1 | -0.2 | -3 | 7 | -7 | -2 | -9 | 0 | 1
CC(C)CC#Cc1ccc2c(c1)O[C@@H](CN(C)Cc1cccnc1)[C@@H](C)CN([C@@H](C)CO)S2(=O)=O | 0.4 | 15 | 0[16.7 µM] | -9 | 0 | 2 | -3 | -2
O=C(Cc1ccc([N+](=O)[O-])cc1)Nc1ccc2c(c1)CCC2 | · | -31 | 3 | -6 | 1 | 1 | -1 | 13
O=C(CCn1c(=O)oc2ccccc21)NCCCN1CCOCC1 | -0.1 | -7 | · | -15 | -5 | · | 4 | -5
Cc1ccnc(NC(=O)CCC(=O)N(Cc2ccco2)C(C(=O)NC(C)C)c2ccc(F)cc2)c1 (stereo not given) | -0.2 | -3 | · | -6 | 1 | · | 0 | 0
COc1ccc(N(C(=O)Cn2nnc3ccccc32)C(C(=O)NCc2ccco2)c2ccc(C)o2)cc1 (stereo not given) | · | · | 20 | -3 | · | 3 | 0 | 2
O=C1CN(S(=O)(=O)c2ccccc2)C[C@@H]2[C@H](c3ccc(C4=CCCC4)cc3)[C@@H](CO)N12 | 0.2 | -24 | · | · | 1 | -11 | · | ·
CCc1noc(C)c1C(=O)Nc1nc(-c2ccc(NC(C)=O)cc2)cs1 | 0.6 | -4 | 7 | 10 | 1 | · | 2 | 5

Entries of single compounds as entered above. Order of screens: E-selectin induc	RAD52 inh	miR122 inh	RAD54 branch	ERAP1 HTS inh	PGC1a acetyl inh	Cneo AK release	PglD inh
Entry for Cc1ccnc(NC(=O)CCC(=O)N(Cc2ccco2)C(C(=O)NC(C)C)c2ccc(F)cc2)c1 (stereo not given) → -0.2	-3	·	-6	1	·	0	0
Entry for C[C@H]1CN([C@@H](C)CO)C(=O)c2cc(NC(=O)Nc3ccc4c(c3)OCO4)ccc2O[C@@H]1CN(C)Cc1ccc(-c2ccccc2)cc1 → 5.4	6	-5[16.7 µM]	6	3	-2	3	2
Entry for C[C@@H]1CN([C@@H](C)CO)C(=O)c2cc(C3=CCCC3)cnc2O[C@H]1CN(C)C(=O)Nc1ccc(F)cc1 → -0.2	9	6[16.7 µM]	5	-1	0	0	-1

Going on with the list:
SMILES | E-selectin induc | RAD52 inh | miR122 inh | RAD54 branch | ERAP1 HTS inh | PGC1a acetyl inh | Cneo AK release | PglD inh
Cn1c(C(=O)NCc2cccs2)cc2c(=O)n(C)c3ccccc3c21 | 0.0 | -19 | · | -3 | 3 | · | -4 | 3
COCC#Cc1ccc2c(c1)O[C@@H](CN(C)Cc1cccnc1)[C@H](C)CN([C@H](C)CO)S2(=O)=O | -0.6 | -7 | -1[16.7 µM] | -12 | 3 | 3 | -1 | -3
COc1ccccc1NC(=O)N1CCC(c2nnc(SCC(N)=O)n2C)CC1 | · | · | -4 | 3 | · | 16 | 1 | 1
CCOc1ccc(Cc2nnc(N)s2)cc1OCC | · | · | 3 | 3 | · | -6 | 3 | 2
COc1ccc(-n2cnnc2SCc2ncc(-c3ccccc3)o2)cc1 | · | · | -1 | -13 | · | 12 | -1 | 0
CCCNC(=O)C[C@H]1CC[C@@H]2[C@H](COC[C@H](O)CN2C(=O)Nc2cccc(Cl)c2)O1 | 0.2 | 6 | -3[16.7 µM] | -4 | -17 | 5 | 0 | -1
COCc1cc(C)nc(SCC[N+](C)(C)CC(=O)Nc2ccccc2)c1C#N | 2.0 | 1 | -1 | 11 | 6 | -3 | -3 | 9
CC(C)(C)c1ccc(-c2n[nH]c(=S)n2-c2ccccc2)cc1 | · | -4 | 0 | -10 | -3 | -4 | 2 | 0
O=C1NC[C@@H](Cc2cccc3ccccc23)N(CC2(c3ccccc3)CC2)C1=O | -0.1 | -6 | -7 | -9 | -2 | -7 | 0 | 3
CCN(Cc1ccccc1)C(=O)c1oc2ccc(C)cc2c1C | 0.2 | 5 | 10 | -8 | 1 | -4 | 4 | 1
Cc1cccc(Cn2c(N3CCN(C)CC3)nc3c2c(=O)n(C)c(=O)n3C)c1 | · | -7 | -1 | 1 | -1 | 7 | -2 | 2
COc1ccc(CNC(=O)C[C@@H]2C=C[C@H](NS(=O)(=O)c3cccc(OC)c3)[C@@H](CO)O2)cc1 | 0.1 | 2 | · | -1 | 0 | -8 | -7 | 0
Cc1nnc(SCC(=O)N2CCN(S(=O)(=O)c3ccccc3)CC2)s1 | -1.6 | -2 | -1 | -6 | 0 | 1 | 0 | 1
CNC[C@@H]1OCCCC[C@H](C)Oc2ccc(NC(=O)c3ccccc3)cc2C(=O)N([C@H](C)CO)C[C@@H]1C | -0.1 | -34 | -2[16.7 µM] | 5 | -1 | 6 | 3 | 1
CCOC(=O)c1ccoc1CN1CCN(S(=O)(=O)c2ccc(C)c(C)c2)CC1 | 0.6 | -49 | -9 | -3 | -3 | 4 | -1 | -3
CCOC(=O)N1CCC(N(CCN(C)C)C(=S)Nc2ccccc2Cl)CC1 | -0.7 | 9 | 1 | 10 | · | 1 | 1 | -1
CN(CCN1CCOCC1)Cc1nc(-c2ccccc2)no1 | 0.3 | -13 | -3 | -2 | -4 | -9 | -2 | -7
Cc1cc(=O)c(C(=O)OC(C)C(=O)NC(N)=O)nn1-c1ccc(Cl)cc1 (stereo not given) | 0.0 | 16 | · | -11 | -2 | · | -1 | -1
O=C(C[C@H]1CC[C@@H]2[C@H](COC[C@@H](O)CN2C(=O)c2ccncc2)O1)Nc1ccc(-c2ccccc2)cc1 | -0.1 | 13 | 4[16.7 µM] | 13 | 1 | -4 | -2 | -7
COc1cc(CCC(=O)Oc2ccc(C(C)=O)cc2)cc(OC)c1OC | · | -4 | 1 | -18 | -3 | 0 | 0 | -8
Clc1ccc2c(c1)c1ccccc1n2CN1CCOCC1 | · | -17 | · | 5 | 1 | · | -4 | 0
COc1cc2ccccc2cc1C(=O)Nc1cc(C)ccn1 | · | -11 | -1 | 9 | 2 | · | 5 | -1
Fc1ccccc1N1CCN(CC2CCCCC2)CC1 | 0.0 | -1 | · | 1 | 0 | · | 0 | 6
COc1ccc(S(=O)(=O)N2CCN(c3ncccn3)CC2)cc1[N+](=O)[O-] | -0.3 | -3 | 3 | -4 | -3 | -18 | -16 | 1
CCc1ccc(CN2CCC(C(=O)Nc3ccc(-n4nc(C)cc4C)cc3)CC2)o1 | · | -5 | 2 | 2 | -2 | -2 | 1 | 2
Later entries
SMILES | E-selectin induc | RAD52 inh | miR122 inh | RAD54 branch | ERAP1 HTS inh | PGC1a acetyl inh | Cneo AK release | PglD inh
O=C(O)CSc1ccccc1C(=O)O | · | · | 0 | -4 | · | 0 | -3 | -2
C=CCNC(=O)CNS(=O)(=O)c1ccc(F)cc1 | · | 0 | -2 | 1 | 0 | -12 | 2 | -1
COCC#Cc1cnc2c(c1)C(=O)N([C@@H](C)CO)C[C@H](C)[C@@H](CN(C)C(=O)c1cccc(F)c1)O2 | 0.1 | -6 | -2[16.7 µM] | 5 | 0 | 7 | -3 | 3
COc1ccc(OC)c(NC(=O)COC(=O)CCS(=O)(=O)c2ccc(Cl)cc2)c1 | · | 9 | · | -10 | 4 | -2 | 0 | 0
Cc1ccc(C(=O)Nc2ccc(Nc3ccccc3)cc2)cc1C | · | -4 | 3 | 0 | -1 | · | 0 | -4
Cc1ccc(C(=O)OCc2cc3ccccc3[nH]c2=O)cc1 | · | -9 | · | 4 | 1 | -2 | 0 | 0
Cc1ccc(/C(N)=N/OC(=O)CN(C)S(=O)(=O)c2ccc(C)cc2)cc1 | -0.4 | -14 | -1 | 1 | 0 | 1 | 10 | -72
CCOc1ccc(Cn2cc(F)c(=O)[nH]c2=O)cc1 | -0.6 | -2 | 2 | -2 | -1 | -3 | 1 | 0
CCOC(=O)c1c(C)[nH]c(C(=O)COC(=O)C2CC(=O)N(Cc3ccccc3)C2)c1C (stereo not given) | · | · | -3 | 4 | · | 7 | 0 | 1
COc1ccccc1-c1nnc(SCc2nc3ccccc3s2)n1C | · | -98 | 17 | -7 | 3 | -12 | -2 | 0
